CIT2-GFP yeast = yeast TOR pathway CIT2-GFP modulation; S. cerevisiae CIT2-GFP strain, flow cytometry, 3 h; 100 means same as DMSO wells; 0.065% of 320,000 active; GFP response vs DMSO, % at 10 µM;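 active = GFP response relative to DMSO above a set limit, near the screen mean plus 3 SD, cut at about 150% in these data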;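 also: ratio of well median GFP fluorescence to mean of DMSO wells on the plate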
GLD-1 TGE inh = GLD-1-TGE RNA interaction inhibition (C. elegans). purified GLD-1 + fluorescein TGE RNA, fluorescence polarization. inhibition, % at 5.96 µM. 0.44% of 320,000 active. AID 2280;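 active = percent inhibition above a per-plate cutoff, the plate mean of test compounds plus 3 SD, cut at about 30% in these data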;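 also: 0% = DMSO wells with GLD-1 and probe and 100% = wells lacking GLD-1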
Target sequence (Q17339 whole entry, looked up): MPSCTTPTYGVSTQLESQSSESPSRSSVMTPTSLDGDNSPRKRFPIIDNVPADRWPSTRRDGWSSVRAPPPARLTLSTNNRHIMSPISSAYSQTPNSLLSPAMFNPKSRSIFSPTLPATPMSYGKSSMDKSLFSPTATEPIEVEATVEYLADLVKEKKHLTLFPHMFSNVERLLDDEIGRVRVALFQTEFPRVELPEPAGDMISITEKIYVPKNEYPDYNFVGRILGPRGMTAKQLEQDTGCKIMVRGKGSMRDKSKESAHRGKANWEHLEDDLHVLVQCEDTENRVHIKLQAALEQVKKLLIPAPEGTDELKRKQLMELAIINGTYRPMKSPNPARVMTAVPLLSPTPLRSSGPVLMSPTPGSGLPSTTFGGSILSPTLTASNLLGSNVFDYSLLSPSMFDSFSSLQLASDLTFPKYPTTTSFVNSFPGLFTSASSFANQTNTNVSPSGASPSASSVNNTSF
MCL1-BIM inh = inhibitors of human MCL1 binding to BIM-BH3 peptide. Q07820. GST-MCL1 / FITC-Bim-BH3 fluorescence polarization. inhibition, % at 10.9 µM. 0.68% of 320,000 active. AID 2057;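 active = inhibition above the mean inhibition of all tested compounds plus 3 SD, set per campaign, cut at about 40% in these data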;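 also: 0% = DMSO wells and 100% = unlabeled Bim-BH3 peptide control; higher means more loss of mP so more displacement of Bim peptide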
BCLXL inh = blocks human Bcl-xL binding to Bim BH3 peptide; inhibition, % at 10.9 µM; GST-Bcl-xL / FITC-Bim BH3 peptide fluorescence polarization; 0.7% of 320,000 active; Q07817;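 active = inhibition above the mean of all tested compounds plus 3 SD, cutoff set per campaign, cut at about 30% in these data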;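 also: 0% = DMSO wells and 100% = unlabeled Bim-BH3 peptide competitor; inhibitors lower millipolarization by displacing the labeled peptide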
GRK2 inh = human GRK2 inhibition via aptamer displacement; 0.59% of 330,000 active; P25098; inhibition of aptamer binding, % at 10 µM; bead flow cytometry, FAM-aptamer displacement from GRK2;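 active = inhibition of aptamer binding above 40%, roughly 3 SD of noise, on plates passing a quality check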;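 also: median bead fluorescence of bound FAM aptamer so fluorescent compounds give negative values; no value below 0 was filed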
MEX-5 binding = C. elegans MEX-5 TCR-2 RNA binding activity; MEX-5/FITC-TCR2 RNA binding, fluorescence polarization; active compounds read low; activity score (negative = inhibition of binding), % at 10 µM; 0.38% of 300,000 active; AID 1832;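 active = inhibition past about -25% in most replicates, and total fluorescence under double the plate's negative control median, limit read from the data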;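 also: 0% = DMSO and -100% = 5 µM competing unlabeled TCR2 RNA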
Target sequence (Q9XUB2 whole entry, looked up): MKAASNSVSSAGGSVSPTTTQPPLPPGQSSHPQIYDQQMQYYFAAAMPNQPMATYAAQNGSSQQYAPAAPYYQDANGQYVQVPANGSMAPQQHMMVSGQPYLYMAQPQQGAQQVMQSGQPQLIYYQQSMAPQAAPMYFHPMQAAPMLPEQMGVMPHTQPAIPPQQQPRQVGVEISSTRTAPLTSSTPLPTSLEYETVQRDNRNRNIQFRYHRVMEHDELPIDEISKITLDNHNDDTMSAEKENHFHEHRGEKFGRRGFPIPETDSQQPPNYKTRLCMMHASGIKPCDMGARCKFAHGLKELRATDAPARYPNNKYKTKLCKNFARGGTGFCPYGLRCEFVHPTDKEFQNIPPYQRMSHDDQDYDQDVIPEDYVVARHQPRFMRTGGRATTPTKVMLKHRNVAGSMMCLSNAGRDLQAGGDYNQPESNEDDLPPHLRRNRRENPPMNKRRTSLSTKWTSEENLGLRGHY
AGP1-GFP MLPCN = alters AGP1-GFP fluorescence in TOR pathway yeast screen; S. cerevisiae AGP1-GFP multiplex flow cytometry, 3 h; GFP as percent of DMSO wells; GFP response vs DMSO, % at 10 µM; 0.02% of 320,000 active;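 active = GFP response relative to DMSO above a set limit, near screen average plus 3 SD, cut at about 150% in these data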;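 also: median GFP channel fluorescence of the gated AGP1 strain per well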
Fam108B inh = Fam108B inhibition, counter-screen for RBBP9 inhibitors | recombinant Fam108B, FP-Rh probe fluorescence polarization | inhibition, % at 9.51 µM | 0.33% of 300,000 active | AID 1947;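 active = inhibition above the screen mean inhibition plus 3 SD, computed separately per campaign, cut at about 18% in these data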;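 also: inhibitors lower polarization as less probe binds the enzyme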
VLA-4 inh = inhibition in a human VLA-4 binding assay | VLA-4 expressing cells, ligand binding flow cytometry | inhibition, % (about 7 µM as worked out from the volumes in the protocol) | 0.2% of 330,000 active; in the data active = inhibition above about 50%
Numbers without * were called inactive; / = no result given; [ ] = another dose, or the depositor's remark.

| SMILES | VLA-4 inh | Fam108B inh | MEX-5 binding | CIT2-GFP yeast | GRK2 inh | GLD-1 TGE inh | MCL1-BIM inh | AGP1-GFP MLPCN | BCLXL inh |
| --- | --- | --- | --- | --- | --- | --- | --- | --- | --- |
| O=c1[nH][nH]c2ccccc2c1=O | -1 | 2 | -1.3 | 94 | 1 | -9 | 9 | 97 | 9 |
| O=C(NCc1ccc(F)cc1)C(=O)Nc1nc(C23CC4CC(CC(C4)C2)C3)cs1 | 9 | -5 | -1.0 | 97 | 2 | -10 | 2 | 97 | 1 |
| O=C(NCCC1=CCCCC1)C1CCCN(S(=O)(=O)c2ccc(F)cc2)C1 (centres undefined) | 2 | -2 | -0.6 | 98 | 0 | 2 | 1 | 100 | 6 |
| COc1ccc(CNC(=O)c2ccc3c(=O)n(-c4ccccc4)c(=O)[nH]c3c2)cc1 | -1 | -3 | -2.0 | 96 | 1 | -1 | 4 | 102 | 5 |
| Cc1nc2cc(OCc3cc(C(=O)NC(C)c4cn(C)nc4C)no3)ccc2s1 (centres undefined) | 11 | -2 | 0.0 | 100[may fluoresce red] | 6 | 6 | 0 | 103[may fluoresce red] | -1 |
| O=C1CC(c2cccc(Cl)c2)c2cc3c(cc2N1)CCC3 (centres undefined) | -12 | -2 | 1.5 | 90 | 0 | 6 | 0 | 101 | -6 |
| Cc1ccc(C)c(NC(=O)CCN2CCCC(C)C2)c1 (centres undefined) | -1 | 0 | -1.7 | 94 | 0 | 3 | -5 | 94 | 3 |
| CC(C)NC(=O)c1ccc(CS(=O)(=O)c2ccc(Br)cc2)o1 | -2 | 2 | 2.2 | 98 | 0 | -2 | -4 | 103 | 0 |
| O=C1CSC(c2cccc([N+](=O)[O-])c2)N1Cc1ccccc1 (centres undefined) | -17 | / | 0.4 | 101 | 1 | / | / | 104 | / |
| CC1(C)CC(=O)C/C(=N/NC(=O)COc2ccc(Cl)cc2Cl)C1 | 0 | -3 | -1.4 | 91 | 2 | 23 | 15 | 103 | 5 |
| COCCC(=O)N1CCC(Oc2ccc(C(=O)N(C)CCCC3CCCC3)cc2)CC1 | 0 | 1 | 1.1 | 95 | 0 | 1 | 3 | 96 | 5 |
| CCS(=O)(=O)N1CCC(C(=O)Oc2ccc(C(=O)OC)cc2)CC1 | -6 | 3 | -1.0 | 85 | 0 | 2 | -4 | 73 | -2 |
| COc1ccc(C(=O)Nc2ncc3c(n2)-c2ccccc2CC3)cc1 | -9 | 4 | 0.2 | 88 | 0 | 7 | 6 | 93 | 3 |
| CCOC(=O)C(=O)N1CCC(C(=O)OCC)CC1 | -10 | 1 | -0.7 | / | 1 | 0 | -1 | / | 7 |
| Cc1nc2ccccc2n1C1CCN(CC(=O)Nc2ccccc2Br)CC1 | 9 | -5 | 0.1 | 90 | 1 | 1 | 7 | 93 | 3 |
| Cc1ccc(/C=N/n2c(C)cc(C)c(C#N)c2=O)cc1 | 4 | -2 | 2.3 | 93 | 0 | 5 | 4 | 95 | 7 |
| Cc1ccccc1C(=O)c1cccn1CC(=O)NC(C)c1ccc2c(c1)OCCO2 (centres undefined) | 41 | -4 | -0.8 | 86 | 3 | 1 | 5 | 90 | 4 |
| O=C1CCCC2=C1C(c1ccncc1)n1c(nc3ccccc31)N2 (centres undefined) | 22 | 0 | 0.2 | 105 | 1 | -3 | 3 | 103 | -13 |
| Clc1ccc(C[n+]2cc(-c3ccccc3)n3c2CCC3)cc1Cl | 1 | 6 | 2.7 | 103 | 0 | 5 | -5 | 98 | 0 |
| C=CCn1c(=NC(=O)c2ccco2)sc2cc(C(=O)OC)ccc21 | 20 | -5 | -3.0 | 101 | 0 | 3 | -23 | 114 | -10 |
| O=C(O)C1CCN(S(=O)(=O)c2cccc3cccnc23)CC1 | -8 | 0 | 6.6 | 114 | 2 | 1 | -1 | 98 | 2 |
| COc1cc(C2=NOC(C(=O)NCc3ccc(F)cc3)C2)cc(OC)c1OC (centres undefined) | 12 | 6 | 1.3 | 98 | 0 | 3 | 0 | 91 | 8 |
| O=C(Cc1cccs1)N=Nc1c(O)[nH]c2ccc(Br)cc12 | -2 | 8 | -0.4 | 107 | 0 | 6 | 4 | 101 | 10 |
| Cc1nc(N2CCC3(CC2)OCCO3)c2nnn(Cc3ccccc3F)c2n1 | 4 | -3 | -2.1 | 87 | 6 | -1 | 5 | 99 | 3 |
| COc1ccc(NC(=O)C(=O)c2cn(CC(=O)N3CCCC3)c3ccccc23)cc1 | 36 | -3 | 0.5 | 99 | 7 | 5 | -6 | 100 | -2 |
| Cc1ccc2oc(=O)c3cc(C(=O)NCCCN4CC(C)CC(C)C4)sc3c2c1 (centres undefined) | 30 | -1 | -0.5 | 105 | 0 | 0 | -2 | 104 | -3 |
| COCCn1cnnc1SCC(=O)Nc1cc(OC)c([N+](=O)[O-])cc1C | -3 | 3 | -1.3 | 95 | 19 | -3 | 4 | 93 | 2 |
| O=[N+]([O-])c1ccc(N=Cc2ccc(Br)c([N+](=O)[O-])c2)cc1 | 3 | 2 | -4.0 | 94 | 2 | 4 | -6 | 100 | 2 |
| CC(C)CCC(C)N=Cc1c(O)n(Cc2ccccc2)c(=O)c2ccccc12 (centres undefined) | -4 | 1 | 1.8 | 114 | 0 | 7 | -5 | 109 | 3 |
| CCOC(=O)CSc1n[nH]c(NC(=O)c2ccccc2)n1 | 5 | -5 | 0.4 | 95 | 6 | 1 | 0 | 93 | -2 |
| CS(=O)(=O)c1ccc(C(=O)NCC2(N3CCCCC3)CCCCC2)cc1 | -12 | -2 | -1.9 | 103 | 0 | 0 | -14 | 92 | -2 |
| CSc1ccc(-c2nc(CSCC(=O)NCCCN3CCOCC3)c(C)o2)cc1 | 1 | 2 | 1.9 | 87 | 0 | 0 | 5 | 96 | 4 |
| FC(F)(F)c1ccc(-c2csc(-c3ccno3)n2)cc1 | 4 | 1 | -1.4 | 98 | 0 | -1 | 4 | 94 | 1 |
| Cc1ccc(NC(=O)c2sc3nc(C)nc(N4CCN(c5ccccn5)CC4)c3c2C)c(C)c1 | 7 | -10 | / | 89 | 2 | 4 | 1 | 96 | 5 |
| O=C(CSc1ccc2c(c1)OCCO2)Nc1cccnc1Cl | -2 | -4 | -1.7 | 101 | 2 | 5 | -1 | 92 | 6 |
| COc1cccc(CCC(=O)Nc2cc3c(cc2C(=O)O)OCCCO3)c1OC | 12 | / | / | 110 | 0 | 5 | -1 | 104 | 6 |
| O=C(c1ccco1)N1CCN(C23CC4CC(CC(C4)C2)C3)CC1 | 2 | 2 | -3.9 | 98 | 0 | 5 | 1 | 97 | 7 |
| CCOC(=O)N1CCN(CC(O)COc2c(C)cccc2C)CC1 (centres undefined) | 18 | 4 | -1.8 | 97 | 3 | 1 | -4 | 100 | 3 |
| Cc1cc(N2C(=O)C3CC=CC(C)C3C2=O)no1 (centres undefined) | 8 | -1 | 0.1 | 94 | 2 | 0 | 14 | 93 | 8 |
| O=C(C1CCCN(c2ncnc3c2nc2n3CCCCC2)C1)N1CCN(c2cccc(Cl)c2)CC1 (centres undefined) | 16 | 1 | 1.9 | 92 | 3 | 3 | -1 | 91 | 7 |
| CC1Oc2ccccc2N(CC(=O)NCc2ccccc2)C1=O (centres undefined) | 10 | 3 | -2.8 | 93 | 0 | 1 | 7 | 114 | 5 |
| CCOC(=O)c1c(C)[nH]c(C(=O)N2CCN(CC)CC2)c1C | 1 | 0 | -0.4 | 99 | 0 | 8 | 0 | 100 | -1 |
| COC(=O)c1ccc(CSCc2ccc(C#N)cc2)cc1 | 8 | -1 | 1.3 | 92 | 0 | 2 | 7 | 101 | 4 |
| COC(=O)NC(=S)Nc1ccc(Oc2ccc(Cl)cc2Cl)c(Cl)c1 | 0 | -13 | -1.0 | 91 | 2 | 4 | 6 | 101 | 6 |
| Cc1cccc(C2Nc3ccccc3C(=O)N2NC(=O)c2ccc([N+](=O)[O-])cc2)n1 (centres undefined) | 9 | 4 | -54* | 102 | 1 | 10 | -4 | 95 | 4 |
| Cc1cc(=O)n2nc(N3CCC(C(=O)NC(C)c4ccccc4)CC3)sc2n1 (centres undefined) | 11 | 1 | 2.4 | 96 | 1 | -11 | 6 | 107 | 2 |
| COc1cccc(/C=N/n2c(N)nc3ccccc32)c1OC | 5 | 1 | -0.2 | 104 | 0 | -2 | 2 | 97 | 4 |
| O=C(CSc1nc2ccccc2c(=O)n1CCCN1CCOCC1)Nc1ccc(Br)cc1 | 1 | / | / | 103 | 0 | 0 | / | 101 | / |
| O=C(CN1C(=O)COc2ccccc21)N(Cc1cccnc1)Cc1ccccc1F | / | 0 | 0.2 | 95 | 0 | 6 | 0 | 96 | -1 |
| CC1CCCC(NC2CCCCNC2=O)C1 (centres undefined) | 24 | -1 | 0.2 | 94 | 1 | 7 | 5 | 113 | 3 |

(next part)
| SMILES | VLA-4 inh | Fam108B inh | MEX-5 binding | CIT2-GFP yeast | GRK2 inh | GLD-1 TGE inh | MCL1-BIM inh | AGP1-GFP MLPCN | BCLXL inh |
| --- | --- | --- | --- | --- | --- | --- | --- | --- | --- |
| COC(=O)c1c(C)oc(C)c1S(=O)(=O)Nc1ccc(C(C)C)cc1 | 20 | 2 | -1.5 | 100 | / | 6 | 5 | 110 | 7 |
| O=C(Nc1nc2ccccc2[nH]1)c1cccc(S(=O)(=O)N2CCOCC2)c1 | -3 | 7 | -1.7 | 99 | 0 | -2 | 3 | 91 | 2 |
| CN(C)Cc1cc(CCNC(=O)c2ccc(Cl)cc2)ccc1O | 1 | 0 | 0.6 | 104 | 0 | 1 | 7 | 103 | 11 |
| NC(=O)c1ccccc1OCC(=O)c1ccc(Cl)cc1 | 0 | 4 | 2.9 | 124 | 0 | -4 | -4 | 123 | -1 |
| COc1ccc(OC)c(CN2CCN(C(=O)CCNC(=O)c3ccc(Br)cc3)CC2)c1 | 2 | 0 | 0.0 | 92 | 2 | 1 | -2 | 107 | 2 |
| CC1CC(=O)Nc2ccccc2N1C(=O)Nc1ccc(F)cc1F (centres undefined) | 3 | -2 | -0.9 | 101 | 4 | 1 | 0 | 102 | 4 |
| O=c1c2ccccc2[nH]c2ccccc12 | -13 | 2 | 0.4 | 94 | 4 | -1 | 1 | 100 | 2 |
| CCCCOC(=O)CCN1C(=O)/C(=C2\SC(=S)N(CCC(=O)OCCCC)C2=O)SC1=S | -4 | -3 | 0.4 | 106 | 13 | 5 | -2 | 99 | 0 |
| CC(C)NCC(O)COc1ccc(COCCOC(C)C)cc1 (centres undefined) | 1 | -1 | 0.1 | 96 | 1 | 2 | 5 | 102 | 1 |
| CCS(=O)(=O)c1ccc2c(c1)N(S(C)(=O)=O)CC(C(=O)NCc1ccccc1OC)O2 (centres undefined) | 4 | 1 | 0.4 | 105 | 0 | -1 | -3 | / | 6 |
| Cc1cc(SCCOc2ccccc2)nc(N)n1 | 4 | 6 | -1.4 | 80 | 0 | -4 | 8 | 85 | 8 |
| Cc1c(NC(=O)C(C)OC(=O)c2cccnc2Cl)c(=O)n(-c2ccccc2)n1C (centres undefined) | 0 | / | / | 100 | 1 | 4 | 3 | 99 | 3 |

Just VLA-4 inh, BCLXL inh and Fam108B inh, for two of the compounds above:
structure,VLA-4 inh,BCLXL inh,Fam108B inh
CCS(=O)(=O)c1ccc2c(c1)N(S(C)(=O)=O)CC(C(=O)NCc1ccccc1OC)O2 (centres undefined),4,6,1
O=C(Nc1nc2ccccc2[nH]1)c1cccc(S(=O)(=O)N2CCOCC2)c1,-3,2,7

Quoted from the listing:
O=C(Nc1nc2ccccc2[nH]1)c1cccc(S(=O)(=O)N2CCOCC2)c1 in MEX-5 binding shows -1.7
Cc1c(NC(=O)C(C)OC(=O)c2cccnc2Cl)c(=O)n(-c2ccccc2)n1C (centres undefined) in CIT2-GFP yeast shows 100

High-throughput results as filed in PubChem BioAssay.
